S1P4 agonist: human S1P4 receptor agonism; O95977; S1P4-expressing cell line, agonist reporter assay; AID 1509; actives 0.35% (n = 220,000); activation, % at 4.98 µM; in the data active means activation above about 11%;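 further: 0% = DMSO vehicle and 100% = reference agonist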
Target sequence (O95977 whole entry, looked up): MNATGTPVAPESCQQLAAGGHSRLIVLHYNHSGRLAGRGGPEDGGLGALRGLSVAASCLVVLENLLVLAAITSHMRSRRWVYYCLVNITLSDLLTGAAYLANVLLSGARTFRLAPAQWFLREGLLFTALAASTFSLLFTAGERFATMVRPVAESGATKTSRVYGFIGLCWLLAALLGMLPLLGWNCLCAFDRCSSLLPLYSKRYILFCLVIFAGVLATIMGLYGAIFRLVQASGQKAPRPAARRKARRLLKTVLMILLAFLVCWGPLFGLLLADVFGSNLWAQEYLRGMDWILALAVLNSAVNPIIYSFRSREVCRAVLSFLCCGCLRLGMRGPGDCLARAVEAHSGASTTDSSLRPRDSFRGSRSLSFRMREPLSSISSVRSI
Ba/F3 V617F tox: lowers viability of Ba/F3 cells expressing EpoR and JAK2V617F; actives 1.1% (n = 220,000); inhibition, % at 5.6 µM; ATP luminescence;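 active means inhibition above the campaign mean plus 3 SD over all tested compounds, cut at about 24% in these data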;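 further: cytokine-independent growth of Ba/F3 cells driven by EpoR plus mutant JAK2; 0% = DMSO-treated cells and 100% = JAK inhibitor I control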
BaF3 parental: parental Ba/F3 viability inhibition as JAK2V617F counter-screen. actives 1.1% (n = 220,000). inhibition, % at 5.6 µM. AID 1486. CellTiter-Glo ATP luminescence;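 active means inhibition above a per-campaign cutoff, the mean inhibition of all tested compounds plus 3 SD, cut at about 27% in these data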;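 further: 0% = DMSO wells and 100% = JAK Inhibitor I control wells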
CHOP inhibitor: inhibitors of CHOP induction in ER stress response; CHO-K1 CHOP-promoter luciferase, tunicamycin-induced, 15-18 h; inhibition, % at 10 µM; actives 3.8% (n = 220,000); AID 2732;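 active means compounds that reduced the stress-induced luciferase reporter signal by more than about 70% of percent inhibition, limit read from the data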;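 further: 0% = tunicamycin plus vehicle and 100% = wells without tunicamycin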
S1P4 antagonist: human S1P4 receptor antagonism; O95977; S1P4-expressing cells, antagonist mode, reporter read-out; inhibition, % at 4.98 µM; actives 0.26% (n = 220,000); in the data active means inhibition above about 29%;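 further: 0% = wells stimulated with agonist and 100% = vehicle wells without agonist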
NPY-Y2 PAM-ag: potentiators or agonists of human neuropeptide Y receptor Y2 | P49146 | cells expressing NPY-Y2, potentiator/agonist read-out | activation, % at 3.6 µM | actives 0.45% (n = 220,000) | AID 1359; in the data active means activation above about 27%;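 further: cells stimulated with NPY near EC25 plus isoproterenol at EC100; 0% = vehicle plus submaximal agonist and 100% = vehicle plus saturating agonist; some results beyond the cut were filed as inactive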
NPY1 pot ag: potentiators or agonists of human neuropeptide Y receptor Y1; NPY-Y1 expressing cells, potentiator/agonist activation; actives 0.37% (n = 220,000); activation, % at 3.6 µM; P25929; in the data active means activation above about 33%, passing the limit was not always enough;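 further: cells stimulated with NPY at EC10 then isoproterenol at EC100; 0% = low agonist plus stimulus and 100% = saturating agonist plus stimulus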
Target sequence (P25929 whole entry, looked up): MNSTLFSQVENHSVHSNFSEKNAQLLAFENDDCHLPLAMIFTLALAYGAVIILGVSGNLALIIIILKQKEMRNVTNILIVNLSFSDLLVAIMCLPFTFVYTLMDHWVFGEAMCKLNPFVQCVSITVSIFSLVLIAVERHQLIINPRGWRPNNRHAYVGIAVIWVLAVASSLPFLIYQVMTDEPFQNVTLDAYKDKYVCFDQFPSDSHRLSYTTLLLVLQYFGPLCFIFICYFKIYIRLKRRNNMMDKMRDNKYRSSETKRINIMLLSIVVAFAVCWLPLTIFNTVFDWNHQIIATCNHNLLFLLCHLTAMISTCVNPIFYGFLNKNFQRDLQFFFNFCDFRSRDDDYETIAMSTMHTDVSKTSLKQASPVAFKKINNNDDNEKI
NPY-Y1 antag: blocks the human neuropeptide Y Y1 receptor; P25929; HEK293-CNG Y1 cells, membrane potential fluorescence; NPY at EC95, then isoproterenol; inhibition, % at 3.6 µM; actives 1% (n = 200,000);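 active means inhibition above the campaign mean inhibition of all tested compounds plus 3 SD, cut at about 20% in these data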;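 further: 0% = DMSO wells given NPY plus isoproterenol and 100% = isoproterenol alone without NPY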
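Assay system: HEK293 cells with Y1 receptor plus CNG channel | Probe or stimulus: NPY (25 nM), isoproterenol (1 µM), Ro 20-1724 (25 µM) | Timing: Compound incubation 1 h at room temperature, readout 45 min post-stimulation | Measured by: Membrane-potential fluorescent dye readout | Benchmarks: High control isoproterenol alone, low control NPY with isoproterenol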
NCF1 inh: blocks human p47phox regulatory protein of NADPH oxidases. P14598. actives 0.53% (n = 220,000). inhibition, % at 24.7 µM. p47phox/p22phox peptide binding, fluorescence polarization, 2 h;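 active means inhibition above about 30%, limit read from the data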;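 further: 0% = p47phox with labelled peptide and 100% = labelled peptide alone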
* marks the source's active call; other numbers are inactive results; · = no result given.

A first look:
| item | structure | S1P4 agonist | Ba/F3 V617F tox | BaF3 parental | CHOP inhibitor | S1P4 antagonist | NPY-Y2 PAM-ag | NPY1 pot ag | NPY-Y1 antag | NCF1 inh |
| --- | --- | --- | --- | --- | --- | --- | --- | --- | --- | --- |
| 1 | CCCCSc1nnc(-c2ccccc2NC(C)=O)c(=O)[nH]1 | -0.4 | -5 | -1 | -3 | -8 | -11 | 2 | -2 | -6 |
| 2 | O=[N+]([O-])c1ccc(O)c(/C=N/n2c(CO)nc3ccccc32)c1 | 1.1 | -2 | -2 | 46 | -12 | -3 | 26 | · | 1 |

Results (from the top)
| item | structure | S1P4 agonist | Ba/F3 V617F tox | BaF3 parental | CHOP inhibitor | S1P4 antagonist | NPY-Y2 PAM-ag | NPY1 pot ag | NPY-Y1 antag | NCF1 inh |
| --- | --- | --- | --- | --- | --- | --- | --- | --- | --- | --- |
| 1 | CCCCSc1nnc(-c2ccccc2NC(C)=O)c(=O)[nH]1 | -0.4 | -5 | -1 | -3 | -8 | -11 | 2 | -2 | -6 |
| 2 | O=[N+]([O-])c1ccc(O)c(/C=N/n2c(CO)nc3ccccc32)c1 | 1.1 | -2 | -2 | 46 | -12 | -3 | 26 | · | 1 |
| 3 | Cc1nn(Cc2ccc(F)cc2)c(C)c1NC(=O)c1cnn2c1NC(c1ccccc1)CC2C(F)(F)F (stereo not given) | -0.6 | 1 | 10 | 31 | -24 | 34* | 36 | -8 | -8 |
| 4 | O=C(Nc1nc(-c2ccc(-c3ccccc3)cc2)cs1)c1cnccn1 | 0.3 | -4 | 6 | 64 | -2 | -4 | -18 | 2 | -26 |
| 5 | COc1ccc(/C=C/CN2CCN(CC(C)C)C(CCO)C2)cc1 (stereo not given) | -1.9 | 1 | 6 | 16 | 14 | 3 | -13 | 7 | -13 |
| 6 | CC1CCCN(C(=O)c2cc(N3C(=O)C4C5CCC(C5)C4C3=O)ccc2Cl)C1 (stereo not given) | -1.3 | 0 | 7 | 17 | 6 | 5 | 5 | -2 | -1 |
| 7 | CCOC(=O)C1=C(C)NC(=O)NC1c1ccc(OC)c(Cl)c1 (stereo not given) | -0.2 | -4 | 3 | 15 | -16 | 6 | 4 | 2 | -21 |
| 8 | OCCNc1ccc(Cl)cc1 | -0.4 | -4 | 1 | -15 | -13 | 7 | 17 | -13 | -11 |
| 9 | N#Cc1cccc(C#N)c1Oc1ccc(S(=O)(=O)Nc2ccccc2)cc1 | -0.2 | -2 | -1 | 8 | 0 | -4 | 0 | · | -7 |
| 10 | CC1CCN(CCCn2c(=S)[nH]c3ccccc3c2=O)CC1 | 0.1 | 3 | 1 | 14 | -14 | -5 | -11 | 7 | -14 |
| 11 | O=C(Nc1ccon1)c1cccc(C(F)(F)F)c1 | -1.2 | -2 | 2 | -14 | -21 | 2 | 11 | 0 | -5 |
| 12 | Cc1ncsc1C(=O)N1CCCC(CNS(=O)(=O)c2cccs2)C1 (stereo not given) | -0.4 | 3 | 3 | 1 | -8 | 7 | 9 | -1 | 8 |

Entries by screen from the list.
NPY-Y1 antag, compounds 2 to 11, in order: ·, -8, 2, 7, -2, 2, -13, ·, 7, 0

Just BaF3 parental, NPY-Y1 antag and NPY1 pot ag, for five of the compounds above:
| no. | mol | BaF3 parental | NPY-Y1 antag | NPY1 pot ag |
| --- | --- | --- | --- | --- |
| 7 | CCOC(=O)C1=C(C)NC(=O)NC1c1ccc(OC)c(Cl)c1 (stereo not given) | 3 | 2 | 4 |
| 3 | Cc1nn(Cc2ccc(F)cc2)c(C)c1NC(=O)c1cnn2c1NC(c1ccccc1)CC2C(F)(F)F (stereo not given) | 10 | -8 | 36 |
| 1 | CCCCSc1nnc(-c2ccccc2NC(C)=O)c(=O)[nH]1 | -1 | -2 | 2 |
| 2 | O=[N+]([O-])c1ccc(O)c(/C=N/n2c(CO)nc3ccccc32)c1 | -2 | · | 26 |
| 10 | CC1CCN(CCCn2c(=S)[nH]c3ccccc3c2=O)CC1 | 1 | 7 | -11 |

(cont.)
| item | structure | S1P4 agonist | Ba/F3 V617F tox | BaF3 parental | CHOP inhibitor | S1P4 antagonist | NPY-Y2 PAM-ag | NPY1 pot ag | NPY-Y1 antag | NCF1 inh |
| --- | --- | --- | --- | --- | --- | --- | --- | --- | --- | --- |
| 13 | COc1ccc(CCNC(=O)C23CCC(C)(C(=O)O2)C3(C)C)cc1OC (stereo not given) | -1.5 | -3 | 1 | -1 | -3 | 10 | 13 | 7 | 2 |
| 14 | CN(C)S(=O)(=O)c1ccc2c(c1)nc(CCC(=O)Nc1ccc(N3CCOCC3)cc1)n2C | 1.1 | -2 | 2 | 21 | -12 | -4 | -15 | -1 | -12 |
| 15 | N#CC(c1cccc(Cl)c1)c1ncc(C(F)(F)F)cc1Cl (stereo not given) | 1.1 | -2 | 2 | 59 | -12 | -6 | -6 | 6 | -4 |
| 16 | CS(=O)(=O)N(CC(=O)NCc1ccccc1Cl)Cc1ccccc1 | -1.0 | 4 | 0 | 18 | -2 | -7 | -44 | 9 | 2 |
| 17 | CC(=O)c1cccc(NC(=O)c2ccc(NS(C)(=O)=O)cc2)c1 | 1.1 | -1 | 0 | -7 | -13 | -26 | -33 | 2 | -7 |
| 18 | COCCN(Cc1cc2cc(C)c(C)cc2nc1Cl)C(=O)N1CCOCC1 | 2.2 | 3 | 4 | -18 | -33 | -5 | 1 | 2 | -3 |
| 19 | CCOC(=O)c1sc(NC(=O)CSc2n[nH]c(-c3ccccc3)n2)c(C#N)c1C | 0.8 | 1 | 10 | 44 | -10 | 2 | 15 | 7 | -37 |
| 20 | Cc1cccc(NC(=O)c2csnn2)n1 | 1.0 | -1 | 0 | -6 | -16 | -4 | -21 | 1 | -2 |
| 21 | CCCCOC(=O)Nc1nnc(C(C)C)s1 | -0.1 | -2 | 2 | -11 | -5 | 6 | -1 | 1 | 16 |
| 22 | COc1ccccc1-n1c(-c2cccnc2)n[nH]c1=S | -1.3 | -1 | 1 | -20 | 2 | 2 | 8 | 0 | -9 |
| 23 | CCOc1ccc(-c2cc(N)n(S(=O)(=O)c3ccc(OC)cc3)n2)cc1 | -3.2 | 0 | 7 | 63 | -10 | -2 | 6 | 3 | -14 |
| 24 | CCOc1ccc(/C=C/C(=O)c2ccccc2)cc1 | -0.7 | -3 | 3 | -22 | 15 | -19 | 6 | · | -10 |

Additional results.
| item | structure | S1P4 agonist | Ba/F3 V617F tox | BaF3 parental | CHOP inhibitor | S1P4 antagonist | NPY-Y2 PAM-ag | NPY1 pot ag | NPY-Y1 antag | NCF1 inh |
| --- | --- | --- | --- | --- | --- | --- | --- | --- | --- | --- |
| 25 | Cc1c(NC(=O)CSc2ccccc2C(=O)Nc2cccnc2)c(=O)n(-c2ccccc2)n1C | 0.8 | -3 | 2 | 5 | -8 | -8 | 9 | -1 | 5 |
| 26 | CCC1=NN2C(=N)/C(=C/c3cc(C)n(Cc4ccccc4)c3C)C(=O)N=C2S1 | -0.4 | -1 | 3 | -10 | -5 | 8 | 7 | · | -28 |
| 27 | COc1ccc(NC(=O)/C(N=Nc2cc(S(=O)(=O)Nc3ccc(OC)cc3)ccc2OC)=C(\C)O)cc1 | 3.2 | 2 | 3 | 12 | -10 | -2 | -2 | 1 | -8 |
| 28 | Cc1cc(N(C)C)cc(C)[n+]1[O-] | -0.1 | -3 | 7 | 19 | -2 | 13 | 13 | 7 | -2 |
| 29 | COc1ccc(S(=O)(=O)CCC(=O)Nc2cc(C)ccc2OC)cc1 | -0.4 | 0 | 2 | 35 | 11 | 0 | -1 | 10 | -11 |

An excerpt from above in order of their number in S1P4 antagonist, largest number first.
item	SMILES	S1P4 agonist	CHOP inhibitor	S1P4 antagonist	NPY-Y2 PAM-ag	NPY1 pot ag	NPY-Y1 antag	NCF1 inh
29	COc1ccc(S(=O)(=O)CCC(=O)Nc2cc(C)ccc2OC)cc1	-0.4	35	11	0	-1	10	-11
28	Cc1cc(N(C)C)cc(C)[n+]1[O-]	-0.1	19	-2	13	13	7	-2
26	CCC1=NN2C(=N)/C(=C/c3cc(C)n(Cc4ccccc4)c3C)C(=O)N=C2S1	-0.4	-10	-5	8	7	·	-28
25	Cc1c(NC(=O)CSc2ccccc2C(=O)Nc2cccnc2)c(=O)n(-c2ccccc2)n1C	0.8	5	-8	-8	9	-1	5

An unsorted share of the library; overall some 7.1% were active at least once.
